# Screening data deposited in PubChem by Sanford-Burnham Center for Chemical Genomics.
# Jurkat NFkB inh: lowers PMA/ionomycin-induced NF-kB signal in Jurkat cells; PMA/ionomycin-induced NF-kB luciferase reporter, luminescence; inhibition, % at 4 µM; 330,000 tested, 0.53% active; in the data active = inhibition above about 50%
# APJ antagonist: APJ receptor antagonism | CHO-K1 APJ beta-arrestin complementation, luminescence | inhibition, % at 20 µM | 330,000 tested, 0.32% active | AID 2521;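 active = inhibition above about 40% at 20 µM, limit read from the data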;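 note: cells challenged with 10 nM apelin-13 agonist together with compound; plate controls were apelin-13 plus DMSO wells for no effect and DMSO wells lacking apelin-13 for full effect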
# Target sequence (P35414 whole entry, looked up): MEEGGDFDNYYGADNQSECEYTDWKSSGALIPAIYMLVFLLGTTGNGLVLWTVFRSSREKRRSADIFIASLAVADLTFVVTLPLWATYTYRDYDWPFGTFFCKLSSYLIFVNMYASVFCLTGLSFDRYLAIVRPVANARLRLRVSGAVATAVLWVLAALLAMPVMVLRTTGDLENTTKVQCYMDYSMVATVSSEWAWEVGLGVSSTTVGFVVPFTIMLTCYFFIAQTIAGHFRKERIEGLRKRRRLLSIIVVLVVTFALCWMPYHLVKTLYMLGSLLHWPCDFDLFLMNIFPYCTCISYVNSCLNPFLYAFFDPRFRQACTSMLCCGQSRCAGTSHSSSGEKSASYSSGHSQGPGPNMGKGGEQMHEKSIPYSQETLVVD
# CCR6 antagonist: CCR6 (human) receptor antagonism; P51684; CHO-K1 CCR6 PathHunter beta-arrestin, luminescence, CCL20-stimulated; inhibition, % at 20 µM; 340,000 tested, 0.49% active; AID 493098;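 active = compounds whose inhibition of the agonist-driven luminescence signal at 20 µM reaches about 50%, limit read from the data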;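 note: cells stimulated with CCL20 at 14 nM final; plate controls were DMSO with CCL20 for no effect and DMSO without agonist for full effect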
# EBI2 block: blocks human EBI2 receptor beta-arrestin signaling | P32249 | EBI2 beta-arrestin recruitment, luminescence, 7a,25-OHC stimulated | inhibition, % at 5 µM | 360,000 tested, 0.81% active | AID 651636; in the data active = inhibition above about 38%;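 note: enzyme fragment complementation signal reports receptor beta-arrestin coupling in cells; 0% = agonist plus DMSO wells and 100% = wells without agonist; some results beyond the cut were filed as inactive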
# CXCR6 block: blocks human CXCR6 beta-arrestin recruitment. CHO-K1 PathHunter CXCR6 beta-arrestin, luminescence. O00574. 360,000 tested, 0.36% active. inhibition, % at 20 µM; in the data active = inhibition above about 34%, passing the limit was not always enough;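 note: antagonist mode with CXCL16 agonist at 10 nM final; 0% = 10 nM CXCL16 with DMSO and 100% = unstimulated wells without agonist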
# Target sequence (O00574 whole entry, looked up): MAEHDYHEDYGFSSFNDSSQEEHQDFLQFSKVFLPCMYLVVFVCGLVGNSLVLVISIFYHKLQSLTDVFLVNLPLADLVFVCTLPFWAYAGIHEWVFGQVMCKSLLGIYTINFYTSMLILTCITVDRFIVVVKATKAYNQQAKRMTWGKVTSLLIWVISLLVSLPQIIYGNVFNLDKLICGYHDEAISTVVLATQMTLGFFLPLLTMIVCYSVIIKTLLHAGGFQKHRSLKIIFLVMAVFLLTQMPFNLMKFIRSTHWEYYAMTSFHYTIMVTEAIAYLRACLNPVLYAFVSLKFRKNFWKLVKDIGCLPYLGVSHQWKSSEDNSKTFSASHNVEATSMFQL
# 697 NFkB inh: inhibitors of the PMA/ionomycin-induced NF-kB reporter in 697 B cells | 697 B-cell NF-kB luciferase reporter, 16 h | inhibition, % at 4 µM | 330,000 tested, 0.33% active; in the data active = inhibition above about 35%
# Gli-Sufu block: blocks Gli-Sufu signaling in a luciferase reporter; Sufu-KO-LIGHT fibroblasts, Gli luciferase reporter luminescence; inhibition, % at 5 µM; 340,000 tested, 0.74% active;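 active = inhibition above about 55%, limit read from the data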;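 note: 0% = DMSO-treated cells and 100% = wells with medium but no cells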
# UBC13 polyUb: inhibitors of human UBC13 polyubiquitin chain formation. P61088. inhibition, % at 20 µM. AID 485273. TR-FRET. 330,000 tested, 0.47% active; in the data active = inhibition above about 45%, passing the limit was not always enough
# Target sequence (P61088 whole entry, looked up): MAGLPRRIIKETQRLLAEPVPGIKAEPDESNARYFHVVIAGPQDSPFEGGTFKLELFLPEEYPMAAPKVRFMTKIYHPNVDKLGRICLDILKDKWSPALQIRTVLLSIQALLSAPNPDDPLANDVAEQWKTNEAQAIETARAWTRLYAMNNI
# * hit, by the source's call; i = inactive; . = no result given. The order is random (roughly 3% active in at least one column).
SMILES,Jurkat NFkB inh,APJ antagonist,CCR6 antagonist,EBI2 block,CXCR6 block,697 NFkB inh,Gli-Sufu block,UBC13 polyUb
COc1ccccc1-n1nnnc1SCC(=O)Nc1ccccn1,11,1,1,7,-3,18,-1,10
COc1ccc(/C=C/C(=O)OCC(=O)c2c(C)[nH]c3ccccc23)cc1OC,-8,-17,-1,-9,2,-2,-7,3
CC[C@@]12C(=O)N(c3ccccc3)C(=O)N1[C@H](c1cccc(C)c1)[C@@H]1C(=O)N(Cc3ccccc3)C(=O)[C@@H]12,-7,18,-8,-2,-6,22,-12,9
O=C(CSc1nnc2ccccn12)Nc1cccc(-c2nc3ccccc3s2)c1,-39,-12,-13,22,2,-129,-93,-16
CC12CC3CC(C)(C1)CC(C(O)CN1CCOCC1)(C3)C2 (stereo unspecified),-1,-29,-2,6,-4,-20,32,-11
O=C(c1cccc([N+](=O)[O-])c1)N1CCN(Cc2ccc3c(c2)OCO3)CC1,-4,-2,2,2,4,4,0,1
CCCN1CCc2c(sc(NC(=O)CCS(=O)(=O)c3ccccc3)c2C(N)=O)C1,18,22,-2,5,10,-12,8,-1
COc1ccc(CNS(=O)(=O)c2ccccc2Br)cc1,4,-3,.,.,.,16,.,31
O=C(NCCCN1CCCC1=O)c1cc(S(=O)(=O)N2CCOCC2)c(Cl)cc1Cl,9,3,-4,0,0,-7,-13,-6
CCOc1ccc(CNS(=O)(=O)c2cccs2)cc1OCC,2,-30,-6,-5,-2,-21,3,-2
COc1ccc(Cl)cc1C(=O)NNC(=O)c1ccncc1,5,8,4,2,-9,0,-9,-5
Cc1sc2ncn3ncnc3c2c1C,-2,-16,2,2,-3,12,-2,7
CCOc1ccccc1/C=N/NC(=O)c1cc(C(C)C)[nH]n1,-15,13,14,3,-5,-9,1,0
COc1ccc(NC(=O)CNCc2ccc(Cl)cc2)cc1S(=O)(=O)N1CCOCC1,2,-3,-4,7,-3,6,4,7
COC(=O)c1ccc(C)c(NC(=O)CCCN2C(=O)NC(C)(C)C2=O)c1,10,-9,-2,-6,7,18,4,3
O=S(=O)(c1ccc(F)cc1)N1CCN(S(=O)(=O)c2cc(F)ccc2F)CC1,7,9,-2,3,0,5,-12,0
Cc1ccc(C)c(COC(=O)c2cccc(S(=O)(=O)N3CCCC3)c2)c1,-9,-36,22,19,-3,5,-1,-4
c1ccc(C2CCC(N3CCNCC3)CC2)cc1 (stereo unspecified),-9,-13,18,0,0,-5,1,0
O=C(O)c1ccc(CN2C(=O)CSC2=S)cc1,-1,-9,9,-6,-2,-25,6,-9
S=C(NCc1ccco1)Nc1ccccn1,-7,8,0,-3,6,5,0,-4
CCOC(=O)NC(Nc1ccc(S(N)(=O)=O)cc1)(C(=O)OCC)C(F)(F)F (stereo unspecified),5,5,1,3,8,1,-3,-7
Cc1onc(-c2ccccc2)c1C(=O)NCc1cccs1,8,-10,1,-6,-5,29,-8,-10
O=C(NCC(=O)N1CCN(c2ccc([N+](=O)[O-])cc2)CC1)c1ccco1,1,-1,8,-12,5,2,0,-35
CCOc1ccc2nc(NC(=O)C3=NN(c4ccccc4)C(=O)CC3)sc2c1,-11,6,1,-5,-8,-2,-9,-6
COc1c2ccc(C(=O)NCCCCc3ccccc3)cc2nn1C,5,14,3,-14,-7,15,7,14
SMILES,Jurkat NFkB inh,APJ antagonist,CCR6 antagonist,EBI2 block,CXCR6 block,697 NFkB inh,Gli-Sufu block,UBC13 polyUb
O=C(COC(=O)Cc1ccsc1)Nc1ccc(Cl)cc1F,1,15,7,-8,6,-9,3,-13
O=C(N/N=C/c1ccncc1)c1nn(Cc2ccccc2)c(=O)c2ccccc12,13,0,-1,18,-2,-14,-5,2
COc1ccccc1C(=O)NNC(=O)C(=O)Nc1ccc(C)cc1,-12,-11,26,13,5,5,-12,-3
CC(C)CC(=O)c1c[nH]c(C(=O)NCc2cccs2)c1,5,10,-2,-3,-2,9,-6,-4
CCOCCCNC(=O)C(NC(=O)CNC(C)=O)c1ccc(Cl)cc1 (stereo unspecified),-9,4,5,-11,-20,-18,6,-8
CC(=O)c1ccc(NC(=O)c2cccs2)cc1,-85,-4,3,-7,-2,-62,-61,1
O=C(COc1cccc2ccccc12)Nc1nc2ccccc2[nH]1,-9,-46,0,1,-19,-5,10,-3
O=C(c1ccccc1)N1CCN(Cc2c[nH]c3ccccc23)CC1,11,-8,14,3,-1,-8,-9,10
CC(Oc1ccc2c3c(c(=O)oc2c1)CCC3)C(=O)NCCCn1ccnc1 (stereo unspecified),2,12,6,0,-13,13,-50,5
COCCNC(=O)C1CCN(C(=O)C2CC(=O)N(c3ccc(C)cc3)C2)CC1 (stereo unspecified),-1,7,3,-1,4,-1,0,1
CCCCCNC(=O)CCCCn1c(=O)[nH]c2cc(OCC)c(OCC)cc2c1=O,8,5,5,-5,-3,-11,4,16
CCOC(=O)C1(CCOc2ccccc2)CCN(Cc2cc(OC)ccc2OC)CC1,20,33,18,9,-7,1,35,13
Cc1cccc(Cn2cnc3c(N)c(C)c(C)cc32)c1,13,2,-3,12,-10,6,6,4
Cc1sc2nc(SCC(=O)N3CCCC3)[nH]c(=O)c2c1C,-6,17,-4,-3,-2,9,1,2
CC(Sc1nc2ccccc2s1)C(=O)Nc1nnc(C(C)C)s1 (stereo unspecified),11,3,8,-9,-2,5,0,1
CCC1(CC)C(=O)C2=C3C1[C@H](C(=O)OC)CC(C(=O)OC)C[C@H]3n1c(=O)n(C)c(=O)n1[C@H]2C (stereo partly specified),-39,-14,3,5,11,-1,2,3
CC(C)OC(=O)C1C(=O)CC(C)(O)C(C(=O)OC(C)C)C1c1cccnc1 (stereo unspecified),1,-10,0,-2,-8,-5,4,-1
CCN(CC)c1ccc(/C=N/Nc2nc(C)cc(=O)[nH]2)cc1,8,-6,8,9,-2,14,16,2
O=C(NCCc1ccc(Cl)cc1)c1ccc(=O)[nH]c1,-30,4,-2,3,4,-25,-3,-3
Cc1ccc(N2C(=O)C3C4C=CC(C4)C3C2=O)cc1 (stereo unspecified),-7,1,-1,0,-4,8,1,-2
CCCc1cc(=O)[nH]c(SCc2cccnc2)n1,9,-17,-4,1,4,11,-12,-6
Cc1ccc(C)c(CN2CCC(CNC(=O)Nc3ccc(Br)cc3F)CC2)c1,6,-15,13,52*,-3,9,12,16
CC(C)c1ccc(N(CC(=O)NC(C)(C)C)C(=O)CCC(=O)Nc2nccs2)cc1,8,12,11,-5,2,0,0,2
COc1cc(C(=O)NNC(=O)CN2C(=O)NC(C)(c3ccc(C)cc3)C2=O)cc(OC)c1OC (stereo unspecified),1,14,6,-13,7,14,-8,-4
Cn1nnc(NC(=O)c2ccc(C(C)(C)C)cc2)n1,-62,-4,10,0,-9,-4,2,4

# One compound at a time, as listed above:
# Results for CCOC(=O)C1(CCOc2ccccc2)CCN(Cc2cc(OC)ccc2OC)CC1 → Jurkat NFkB inh = 20; APJ antagonist = 33; CCR6 antagonist = 18; EBI2 block = 9; CXCR6 block = -7; 697 NFkB inh = 1; Gli-Sufu block = 35; UBC13 polyUb = 13
# Results for Cc1sc2nc(SCC(=O)N3CCCC3)[nH]c(=O)c2c1C → Jurkat NFkB inh = -6; APJ antagonist = 17; CCR6 antagonist = -4; EBI2 block = -3; CXCR6 block = -2; 697 NFkB inh = 9; Gli-Sufu block = 1; UBC13 polyUb = 2

# Continuation:
SMILES,Jurkat NFkB inh,APJ antagonist,CCR6 antagonist,EBI2 block,CXCR6 block,697 NFkB inh,Gli-Sufu block,UBC13 polyUb
CCOC(=O)c1nnn(-c2nonc2-n2cccc2)c1-c1cccc([N+](=O)[O-])c1,7,-11,-2,1,-1,0,35,12
CC(=O)c1ccc(NC(=O)Nc2ccc(Br)cc2C)cc1,-5,5,9,3,4,24,-4,6
COc1ccc(S(=O)(=O)NCCOc2ccccc2)cc1C,-3,-29,8,-8,-2,-4,-25,-9
CCCCCC(=O)Nc1cccc(C2=NOC3(C2)C[C@@H](C(N)=O)N(C(=O)CC(c2ccccc2)c2ccccc2)C3)c1 (stereo partly specified),17,-3,13,12,3,-4,10,-12
CC1=NN(c2ccccc2)C(=O)/C1=C\C=C1/N(C)c2ccccc2C1(C)C,6,35,31,24,36,3,40,i
COC(=O)c1cc(C(=O)c2ccc(C(C)(C)C)cc2)c[nH]1,-47,2,-8,-33,-19,-99,-21,5
Cc1nnc(NC(=O)c2csc3c2CCCC3)s1,-33,-17,.,.,.,-7,.,3
COc1ccc(C(=O)Nc2ccc(NC(=O)c3ccccn3)cn2)cc1,-39,-10,5,-1,-11,-6,-34,2
COc1ccc(NC(=O)C2CCN(C(=O)c3ccccc3)CC2)c(OC)c1,-1,12,12,3,-9,1,4,6
NC(=O)COC(=O)CNC(=O)c1cc(Cl)cc([N+](=O)[O-])c1,2,-21,9,-22,-15,0,-5,-8
Cc1cccc(NC(=O)CCCCCN2C(=O)c3ccccc3C2=O)n1,14,16,7,0,8,15,-1,13
C[C@H](CO)N1C[C@H](C)[C@@H](CN(C)C(=O)Nc2ccc3c(c2)OCO3)Oc2ccc(NS(=O)(=O)c3ccc(F)cc3)cc2C1=O,-11,10,10,-6,2,5,-5,-4
COc1cc(COc2ccc3c(C)c(CC(=O)O)c(=O)oc3c2C)cc(OC)c1OC,-5,5,6,1,2,-33,1,-3
CCOC(=O)CC(NC(=O)c1ccccc1F)c1ccc(C)cc1 (stereo unspecified),-1,0,-13,-7,2,-12,0,-6
O=C(NCCc1ccc(F)cc1)N[C@@H](Cc1ccccc1)C(=O)O,5,16,2,1,0,8,-2,1
COc1cc(/C=N/N2C(=O)CSC2=S)cc(Br)c1O,.,.,10,-6,10,.,6,.
CCOC(=O)c1nc2sc3c(c2c(=O)n1C(C)C(=O)OCC)CCCC3 (stereo unspecified),8,2,4,9,3,7,23,14
CC1(C)CC(=O)c2c(Cc3ccccc3)n[nH]c2C1,5,-9,16,-2,-3,2,-18,-6
CC(Oc1ccccc1)c1ccnc2nc(/N=C/N(C)C)nn12 (stereo unspecified),-5,3,-14,0,-2,-13,2,-4
COC(=O)c1c(C(=O)OC)c(-c2cccc(Cl)c2)n2c1CS(=O)(=O)C2,15,13,0,-5,-2,-23,-74,-1
O=C(NC1CCCC1)C1CCC(=O)N1CCc1ccccc1 (stereo unspecified),5,23,3,-6,1,8,2,-2
CC(C)Nc1cc(N2CCCC2)ccc1[N+](=O)[O-],-2,20,11,3,12,12,0,-31
CN(CC(=O)NC(=O)NCc1ccco1)CC(=O)Nc1ccccc1Cl,-5,-2,16,.,.,11,-7,-1
CCOC(=O)C1=C(CSc2nc(C)ccc2C#N)OC(N)=C(C#N)C1c1cccc(OC)c1OC (stereo unspecified),5,-22,14,-1,6,13,17,0
COc1ccc(CCNC(=O)CC(Cc2ccccc2)C(=O)O)cc1OC (stereo unspecified),0,5,4,-13,-3,1,4,1
SMILES,Jurkat NFkB inh,APJ antagonist,CCR6 antagonist,EBI2 block,CXCR6 block,697 NFkB inh,Gli-Sufu block,UBC13 polyUb
COc1ccc(-c2cc(C(=O)N3CCCc4ccccc43)no2)cc1,-29,-6,-6,16,0,-16,-19,16
Cc1ccc(S(=O)(=O)N(CC(=O)Nc2cccnc2)c2ccc(Br)cc2)cc1,10,4,16,13,2,-13,2,1
C#CCOCCOCCOCCNc1nc(N2CCN(C(=O)C([C@@H](C)O)n3cc([C@@H](N)CCCCN)nn3)CC2)nc(N2CCN(C(=O)[C@H](CCC(=O)O)n3cc([C@@H](N)[C@H](C)CC)nn3)CC2)n1 (stereo partly specified),-20,-8,-7,7,-5,-4,0,13
CN(C(=O)COc1cc(=O)n(C)c2ccccc12)c1cccc(Cl)c1,20,19,14,-4,2,24,1,11
COc1ccc2oc(C(=O)N3CCN(c4ncccn4)CC3)c(C)c2c1,9,1,0,12,3,13,1,6
CCn1cc(C(=O)NCCC2=CCCCC2)c(=O)c2cc(S(=O)(=O)N(C)C)ccc21,5,14,3,24,4,9,-9,4
Cc1ccc(NS(=O)(=O)c2ccc(C(=O)N3CCCN(C)CC3)cc2)cc1,-14,-12,0,-11,-5,-2,11,4
CCc1ccc(S(=O)(=O)NCCc2csc(-c3cccnc3)n2)s1,8,3,-5,1,0,6,0,3
COc1ccc(CCNC(=O)c2cc3c(F)cccc3s2)cc1OC,2,5,-7,-2,1,-5,-8,3
